Compound activity: PubChem, Broad Institute
ERAP1 HTS inh: inhibitors of human ERAP1 aminopeptidase. Q9NZ08. recombinant ERAP1, Leu-AMC fluorescence, 60 min. inhibition, % at 10.7 µM. 0.15% of 340,000 active;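 active = mean replicate inhibition of at least 30%, or all replicates individually reaching that 30% level; inactive = mean below 30% and not every replicate reaching it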;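 note: 0% = neutral control wells and 100% = L-leucinethiol positive control wells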
Target sequence (Q9NZ08 whole entry, looked up): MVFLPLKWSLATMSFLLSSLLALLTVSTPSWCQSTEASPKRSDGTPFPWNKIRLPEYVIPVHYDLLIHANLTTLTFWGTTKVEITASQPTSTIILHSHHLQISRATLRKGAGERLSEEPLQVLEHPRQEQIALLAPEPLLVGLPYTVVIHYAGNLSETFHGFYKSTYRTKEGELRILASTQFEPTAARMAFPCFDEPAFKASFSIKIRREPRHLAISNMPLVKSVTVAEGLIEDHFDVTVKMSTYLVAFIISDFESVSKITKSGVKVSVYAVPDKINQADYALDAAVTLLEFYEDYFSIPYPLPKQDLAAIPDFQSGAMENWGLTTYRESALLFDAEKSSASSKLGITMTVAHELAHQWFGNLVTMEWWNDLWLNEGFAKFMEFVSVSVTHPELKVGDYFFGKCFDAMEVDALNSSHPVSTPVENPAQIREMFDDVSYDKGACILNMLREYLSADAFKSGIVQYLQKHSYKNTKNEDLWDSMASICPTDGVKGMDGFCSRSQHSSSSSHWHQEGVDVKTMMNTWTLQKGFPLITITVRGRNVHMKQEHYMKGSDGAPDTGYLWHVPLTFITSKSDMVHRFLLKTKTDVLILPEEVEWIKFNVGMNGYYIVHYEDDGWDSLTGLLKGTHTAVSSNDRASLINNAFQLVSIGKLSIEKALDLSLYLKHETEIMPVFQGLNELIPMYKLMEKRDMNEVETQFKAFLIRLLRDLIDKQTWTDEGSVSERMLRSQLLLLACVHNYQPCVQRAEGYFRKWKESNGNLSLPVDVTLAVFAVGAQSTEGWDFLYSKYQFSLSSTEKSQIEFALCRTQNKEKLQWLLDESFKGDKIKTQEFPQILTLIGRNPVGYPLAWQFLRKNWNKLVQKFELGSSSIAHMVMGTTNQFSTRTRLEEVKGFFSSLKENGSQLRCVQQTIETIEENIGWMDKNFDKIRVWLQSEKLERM
LGR2 antag: Drosophila LGR2 receptor signaling inhibition | HEK293 LGR2, CRE-luciferase, bursicon-stimulated, 4 h | inhibition, % at 9.99 µM | 0.35% of 380,000 active | AID 720647;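 active = drop in luminescence signal, shown as inhibition above about 50% in the replicate tests, limit read from the data, passing the limit was not always enough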;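 note: agonist challenge used bursicon conditioned medium at about half maximal strength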
S100A4 MyoIIA: inhibitors of human S100A4 binding to myosin IIA peptide | P26447 | S100A4/TAMRA-MyoIIA peptide fluorescence polarization | inhibition, % at 10.7 µM | 0.14% of 360,000 active | AID 652163;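 active = mean inhibition of at least 70% across replicates, with every replicate also reaching that level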
Target sequence (P26447 whole entry, looked up): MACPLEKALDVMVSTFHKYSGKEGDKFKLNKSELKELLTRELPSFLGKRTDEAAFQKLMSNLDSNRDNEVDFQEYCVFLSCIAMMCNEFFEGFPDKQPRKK
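System – human S100A4 monomer protein, biochemical binding assay · Buffer or medium – Calcium-containing HEPES buffer, pH 7.2 · Timing – 5 min between mix addition and reading · Also added – TAMRA-labelled myosin IIA heavy-chain peptide probe, 5 nM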
Cneo AK release: Cryptococcus neoformans lysis via adenylate kinase release. C. neoformans lysis, adenylate kinase release luminescence, 4 h; normalised: neutral wells 0, clomiphene wells 100. lysis activity, % at 15 µM. 0.2% of 360,000 active;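 active = mean lysis activity across replicates of at least 80%, whatever share of replicates individually reach that level; inactive = mean lysis activity below 80%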
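Assay system: C. neoformans cells. Amount: yeast cell density of 5 × 10^6 cells/mL. Technique: AK luminescence. Buffer or medium: YPD. Times: static 4 h at 37 °C with compound, 1 h detection. Dosing: single-point compound dose. Read-out: lysis from increased AK signal.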
SIRT5 block: inhibitors of human sirtuin-5 desuccinylase. Q9NXA8. Purified SirT5, succinyl-peptide AMC, trypsin-coupled fluorescence. inhibition, % at 15 µM. 1.1% of 330,000 active. AID 652115; in the data active = inhibition above about 15%
Xi reactivation: reactivates the inactive X chromosome in mouse fibroblasts | 0.055% of 360,000 active | activation, % at 7.58 µM | XiGFP mouse fibroblasts, % GFP-positive cells imaging, 3 d; cells co-treated with 5-aza-dC sensitizer; scaled so ellipticine positive control = 100%;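 active = mean normalized replicate activation at least 10% and every replicate at or above 10%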;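 note: 0% = median of on-plate neutral control wells and 100% = ellipticine 6 µM median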
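Material: SV40-immortalized XiGFP fibroblast cells, line 68-5-11 | Buffer or medium: DMEM containing 5-aza-dC | Dosing: One concentration, pinned | Times: 3 d treatment, 15 min room-temperature fixation | Controls: Ellipticine 6 µM positive control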
PGC1a acetyl inh: modulators of PGC1a acetylation. U2OS PGC1a acetylation, AlphaScreen anti-acetyl-lysine; with virally co-expressed GCN5 acetyltransferase. inhibition, % at 15.6 µM. 0.17% of 350,000 active. AID 651687;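 active = every replicate shows inhibition of at least 40%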;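 note: 0% = neutral control wells and 100% = positive control wells; some results beyond the cut were filed as inactive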
C2C12 statin: suppression of simvastatin myotoxicity; C2C12 myotubes + simvastatin, ATP luminescence, 48 h; scaled: DMSO 0, geranylgeraniol control 100; rescue of ATP level, % at 7.49 µM; AID 602340; 0.78% of 330,000 active;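 active = mean ATP rescue above about 67%, or every replicate alone reaching that limit, limit read from the data, passing the limit was not always enough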;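 note: myotubes were challenged with 10 µM simvastatin during compound exposure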
The depositor's hits bear a star; nt = not tested or not shown; & = joins results of further samples. Not all compounds are listed, so the mix of outcomes need not match the whole.

SMILES	ERAP1 HTS inh	LGR2 antag	S100A4 MyoIIA	Cneo AK release	SIRT5 block	Xi reactivation	PGC1a acetyl inh	C2C12 statin
CN(CC(=O)N1CCN(c2ccccc2)CC1)C1CCCc2ccccc21 (configuration not stated)	2.1	8.7	-6.5	-0.3	-1.8	0.1	nt	-9.9
CCSc1n[nH]c2nc3c(c(=O)n12)C1(CCCCC1)Cc1ccccc1-3	0.7	12.7	3.4	0.8	nt	0.0	-8.6	-3.8
COc1ccc(C(=O)NCC(=O)NCCc2c[nH]c3ccccc23)cc1OC	4.4	1.9	-5.2	nt	-1.9	0.0	-4.0	nt
COc1ccccc1CN(C)C[C@@H]1OCc2cn(nn2)CCCC(=O)N([C@H](C)CO)C[C@@H]1C	0.1	1.8	4.7	3.5	-2.5	-0.2	-3.4	-4.2
Cc1ccccc1CN1CCN(S(=O)(=O)c2ccc(Cl)s2)CC1	-1.6	-11.4	-0.8	-0.2	6.4	0.7	-12.5	-7.9
Cc1nn(-c2ccccc2)c(C)c1/C=N/NC(=O)CSc1nnc(SCc2cccc3ccccc23)s1	9.9	-17.0	4.1	nt	0.6	0.9	nt	nt
Brc1ccc(C[n+]2ccccc2)cc1	-1.1	1.1	0.4	9.3	nt	0.0	-13.8	3.1
O=C(CCn1c(=O)oc2ccccc21)Nc1cccc(Br)c1	0.2	-19.4	-4.0	-0.5	-3.0	0.0	-3.7	-2.9
O=C(C1CCN(C2CCN(C/C(Cl)=C/c3ccccc3)CC2)CC1)N1CCOCC1	-2.8	-8.6	-22.0	nt	4.4	0.1	0.9	3.3
CCCCC(=O)O[C@]1(C(=O)CO)CC[C@H]2[C@@H]3CCC4=CC(=O)CC[C@]4(C)[C@H]3[C@@H](O)C[C@@]21C	1.0	8.0	-0.8&53.4	0.9	0.9	-0.1	-3.1	10.1
CCOc1ccc(C(=O)O/N=C(\N)c2ccccn2)cc1OCC	-3.4	-42.6	-0.9	2.5	-1.4	0.0	nt	nt
CSc1ccccc1NC(=O)CN(C)C(=O)C1CCN(C(=O)Nc2ccccc2)CC1	0.1	5.8	-3.6	-1.5	-16.1	0.4	nt	-3.2
Cc1ccc(S(=O)(=O)CCNC(=O)Cc2ccc(Cl)cc2)cc1	-1.3	9.6	0.0	nt	0.0	0.0	-0.1	nt
O=[N+]([O-])c1ccc(/C=N/N/C(=N/c2ccccn2)c2ccccn2)cc1	-0.4	-21.1	-0.8	-0.8	-1.2	nt	2.5	20.6
COc1ccc(NC(=O)Nc2ccc3c(c2)C(=O)N([C@@H](C)CO)C[C@@H](C)[C@@H](CN(C)Cc2ccccc2)OCCCC[C@H](C)O3)cc1	-1.9	2.4	-9.6	-0.5	2.9	0.0	-0.7	nt
Cc1cc(C)n(CCN(C)C(=O)C2CCC(=O)N(CCc3cccc(F)c3)C2)n1 (configuration not stated)	0.1	5.1	-2.9	nt	-0.9	0.0	nt	nt
CC=Cc1ccc2n(c1=O)C[C@@H]1[C@@H](CO)[C@H](C(=O)N[C@H](C)c3ccccc3)[C@H]2N1Cc1ccccc1 (mixture of isomers)	2.1	-1.1	15.7	nt	-13.3	0.5	-2.3	nt
C[C@H]1CN([C@@H](C)CO)C(=O)c2cccc(NC(=O)Nc3ccc(F)cc3)c2O[C@H]1CN(C)S(=O)(=O)c1ccc(Cl)cc1	3.9	6.6	17.2	-22.7	3.3	-0.1	2.9	2.7
COC(=O)C(CC(C)C)NC(=O)/C=C/c1ccc(Cl)cc1 (configuration not stated)	7.8	6.1	1.0	nt	2.9	0.6	2.2	2.8
CCOC(=O)Cn1nnc(-c2ccc(OCC(C)C)cc2)n1	-0.9	10.0	-1.4	-3.5	6.7	nt	nt	3.0
COc1ccc(N2CCN(S(=O)(=O)c3ccc(Cl)s3)CC2)cc1	6.1	-26.8	-1.8	nt	-1.7	0.2	nt	nt
O=C(OCC(=O)c1ccc(Br)s1)c1ccc(O)cc1	3.5	-54.5	-1.9	-3.0	-4.2	0.0	0.1	6.7
CC(=O)Nc1ccc(NC(=O)COC(=O)c2ccc(Cl)nc2)cc1	0.6	25.9	4.5	2.7	-1.7	0.1	-5.3	-21.5
C[C@H](O)[C@@H]1C(=O)N2CCc3c([nH]c4cccc(-c5ccccc5)c34)[C@@H]2C[C@@H]1N(C)C(=O)C1CCCCC1	4.0	10.6	-3.7	nt	-3.2	0.4	nt	nt
C=CCNC(=O)/C(=C/c1cccc([N+](=O)[O-])c1)NC(=O)c1ccco1	0.2	16.9	-3.4	nt	-1.0	0.0	9.0	nt

Some of the entries so far, as a markdown table:
| Structure | ERAP1 HTS inh | LGR2 antag | S100A4 MyoIIA | Cneo AK release | SIRT5 block | Xi reactivation | PGC1a acetyl inh | C2C12 statin |
| --- | --- | --- | --- | --- | --- | --- | --- | --- |
| CN(CC(=O)N1CCN(c2ccccc2)CC1)C1CCCc2ccccc21 (configuration not stated) | 2.1 | 8.7 | -6.5 | -0.3 | -1.8 | 0.1 | nt | -9.9 |
| CCSc1n[nH]c2nc3c(c(=O)n12)C1(CCCCC1)Cc1ccccc1-3 | 0.7 | 12.7 | 3.4 | 0.8 | nt | 0.0 | -8.6 | -3.8 |
| COc1ccc(C(=O)NCC(=O)NCCc2c[nH]c3ccccc23)cc1OC | 4.4 | 1.9 | -5.2 | nt | -1.9 | 0.0 | -4.0 | nt |
| COc1ccccc1CN(C)C[C@@H]1OCc2cn(nn2)CCCC(=O)N([C@H](C)CO)C[C@@H]1C | 0.1 | 1.8 | 4.7 | 3.5 | -2.5 | -0.2 | -3.4 | -4.2 |
| Cc1ccccc1CN1CCN(S(=O)(=O)c2ccc(Cl)s2)CC1 | -1.6 | -11.4 | -0.8 | -0.2 | 6.4 | 0.7 | -12.5 | -7.9 |
| Cc1nn(-c2ccccc2)c(C)c1/C=N/NC(=O)CSc1nnc(SCc2cccc3ccccc23)s1 | 9.9 | -17.0 | 4.1 | nt | 0.6 | 0.9 | nt | nt |
| Brc1ccc(C[n+]2ccccc2)cc1 | -1.1 | 1.1 | 0.4 | 9.3 | nt | 0.0 | -13.8 | 3.1 |
| O=C(CCn1c(=O)oc2ccccc21)Nc1cccc(Br)c1 | 0.2 | -19.4 | -4.0 | -0.5 | -3.0 | 0.0 | -3.7 | -2.9 |

Further entries
SMILES	ERAP1 HTS inh	LGR2 antag	S100A4 MyoIIA	Cneo AK release	SIRT5 block	Xi reactivation	PGC1a acetyl inh	C2C12 statin
COc1ccc(CN(C)C[C@@H]2Oc3c(NC(=O)Nc4ccc(F)cc4)cccc3C(=O)N([C@H](C)CO)C[C@H]2C)cc1	-0.7	20.7	3.1	0.9	-4.4	-0.1	-7.3	10.3
C[C@@H]1CN([C@@H](C)CO)C(=O)c2cc(C#CCC3CCCC3)cnc2O[C@@H]1CN(C)C(=O)CN(C)C	-2.9	15.6	-8.1	4.5	5.9	-0.5	-0.7	3.7
O=S(=O)(c1ccc(N2CCN(CCO)CC2)nc1)N1CCOCC1	-0.3	16.5	2.8	-1.6	1.2	0.1	0.2	2.7
COc1ccc(CCN2CC(C(=O)N(C)Cc3c(C)n[nH]c3C)CCC2=O)cc1 (configuration not stated)	-3.0	1.3	-3.1	3.1	-2.7	0.0	-9.7	2.3
COC(=O)c1ccc2nc(C3CCCCC3)c(CC(C)(C)C)n2c1	-0.5	0.6	-1.9	7.3	-4.0	0.2	-26.5	-1.1
Cc1noc(C)c1S(=O)(=O)N1CCCN(C(=O)/C=C/c2ccccc2F)CC1	3.8	-13.1	1.6	2.1	-0.3	0.1	3.3	-16.9
Cc1onc(-c2ccc3c(c2)OCO3)c1-c1ccc2[nH]ccc2c1	0.7	-22.3	-9.7	6.6	-2.5	0.0	-4.4	-13.7
CCCN(C)C[C@H]1Oc2cc(C#Cc3cccc(OC)c3)ccc2S(=O)(=O)N([C@@H](C)CO)C[C@H]1C	1.2	13.3	-0.5	59.2	2.7	-0.1	-32.9	-10.8
CC(C)C#Cc1ccc2c(c1)O[C@H](CN(C)Cc1cncnc1)[C@@H](C)CN([C@H](C)CO)S2(=O)=O	4.0	-17.7	6.0	-0.6	2.7	-0.7	-4.9	-36.1
CCOc1ccc(C(=O)NCC(=O)OCc2c(C)noc2C)cc1OCC	-4.3	-2.1	-3.9	nt	4.2	0.1	-5.2	nt
O=C(/C=C/c1ccccc1)NC(=S)NNS(=O)(=O)c1ccccc1	7.0	nt	-4.7	nt	-2.7	0.2	-10.1	nt
CCOC(=O)C1CCN(c2nc(C)cc(C)c2C#N)CC1	-1.8	-6.4	-5.6	nt	9.9	0.0	nt	nt
Cc1cccc(NC(=O)CNC(=O)c2ccc(S(=O)(=O)NCc3ccco3)cc2)c1C	-1.1	-10.6	-0.7	-0.3	nt	0.0	nt	5.6
COCC(=O)Nc1ccc2c(c1)C(=O)N(C)[C@H]1CC[C@@H](CC(=O)NCc3ccccc3Cl)O[C@@H]1CO2	nt	12.1	nt	48.8	nt	0.4	1.4	-24.1
CCOC(=O)Nc1cccc2ccccc12	2.8	-6.9	-4.2	0.0	-2.4	nt	-4.8	30.6
C=C(C(=O)c1ccccc1)C(C)C(=C)C(=O)c1ccccc1	-2.7	nt	2.0	nt	1.1	5.1	nt	nt
C[C@@H]1CN([C@@H](C)CO)C(=O)Cc2cc(NC(=O)Cc3ccccc3)ccc2O[C@@H]1CN(C)S(=O)(=O)c1cccs1	2.0	-32.8	6.7	-2.6	8.4	-1.2	5.3	5.0
O=C(NCCN1CCOCC1)C(=O)NCC1OCCN1S(=O)(=O)c1ccc(Cl)cc1 (configuration not stated)	-2.1	-0.6	9.5	-0.4	-1.4	0.1	nt	18.3
COCC(=O)Nc1ccc2c(c1)C(=O)N(C)C[C@@H](OC)[C@@H](C)CN(C(C)=O)[C@H](C)CO2	-3.8	7.0	8.8	41.1	0.1	0.3	6.9	4.7
COc1ccccc1NC(=O)COC(=O)C1CC2C=CC1C2 (configuration not stated)	-3.0	-16.4	1.0	nt	0.1	-0.1	-3.2	nt
CCCN1[C@@H]2c3ccc(-c4ccccc4OC)c(=O)n3C[C@H]1[C@H](CO)[C@H]2C(=O)N1CCOCC1	0.0	-0.5	0.8	nt	-5.3	0.0	nt	nt
C[C@H](CO)N1C[C@H](C)[C@@H](CN(C)C(=O)Nc2cccc3ccccc23)Oc2c(NS(=O)(=O)c3ccc(Cl)cc3)cccc2C1=O	1.9	-0.6	3.4	1.3	0.8	-0.5	-9.7	nt
CC(=O)c1cc(C#N)c(N2CCN(c3ccccc3)CC2)nc1C	-0.1	-2.6	1.7	-1.6	2.6	0.1	0.6	-6.7
COc1cc(/C=C/C(=O)O)cc(S(=O)(=O)Nc2ccc3nc(SC)sc3c2)c1OC	-5.4	2.9	-0.5	nt	-8.9	-0.1	-0.5	nt
COc1ccc(OC)c(CCNC(=O)C(C)n2nc(C)c3c(C)n(-c4ccccc4)nc3c2=O)c1 (configuration not stated)	0.0	-3.2	-4.0	-0.1	1.1	0.0	1.0	-6.0
O=C1/C(=C/c2ccncc2)CCc2ccccc21	nt	0.4	-1.2	nt	-2.3	0.2	nt	nt
COc1cccc(CN2CCNC(=O)C2CC(=O)NCCN2CCOCC2)c1OC (configuration not stated)	-4.0	-10.7	-3.5	2.1	2.1	0.0	nt	6.0
